GalR3 antagonist = antagonists of human GalR3. O60755. HEK293 GalR3-CNG cAMP membrane potential fluorescence; galR3 body fused to GalR1 C-terminus. inhibition, % at 3 µM. hit rate 0.44% among 360,000;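 active means inhibition above the screen-wide average plus 3 SD, cut at about 13% in these data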;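 further: forskolin and galanin both at EC90 stimulate the cells; cAMP rise reported by CNG channel membrane potential dye signal; 0% = forskolin plus galanin with DMSO and 100% = forskolin alone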
OXTR ag = human OXTR agonism. activation, % at 3 µM. AID 2435. P30559. CHO-OTR cells, Fluo-8 calcium fluorescence; normalized: DMSO 0%, oxytocin 100%. hit rate 0.32% among 320,000;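 active means activation above the mean of all tested compounds plus 3 SD, cutoff set per screening run, cut at about 20% in these data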;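 further: peak over basal fluorescence ratio from a 100 s FLIPR kinetic read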
Target sequence (P30559 whole entry, looked up): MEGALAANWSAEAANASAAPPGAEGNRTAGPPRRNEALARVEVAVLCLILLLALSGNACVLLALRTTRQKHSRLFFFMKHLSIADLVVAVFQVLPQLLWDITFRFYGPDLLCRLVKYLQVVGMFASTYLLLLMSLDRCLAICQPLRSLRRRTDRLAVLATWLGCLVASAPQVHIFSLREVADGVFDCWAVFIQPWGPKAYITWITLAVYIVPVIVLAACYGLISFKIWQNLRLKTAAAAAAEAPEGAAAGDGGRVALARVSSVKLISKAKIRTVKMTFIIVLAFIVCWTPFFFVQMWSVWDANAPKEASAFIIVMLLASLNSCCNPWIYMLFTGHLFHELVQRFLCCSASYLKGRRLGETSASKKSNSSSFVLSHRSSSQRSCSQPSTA
V1R ag counter = V1a receptor agonism, counter-screen for OXTR agonists. CHO-V1R cells, Fluo-8 calcium fluorescence, agonist mode; 0% DMSO, 100% 3 nM vasopressin. hit rate 0.25% among 320,000. activation, % at 3 µM. AID 2797. P37288;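 active means activation above the mean activation of all tested compounds plus 3 SD, per screening run, cut at about 20% in these data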;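 further: signal is peak over basal fluorescence ratio across a 100 second FLIPR read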
Target sequence (P37288 whole entry, looked up): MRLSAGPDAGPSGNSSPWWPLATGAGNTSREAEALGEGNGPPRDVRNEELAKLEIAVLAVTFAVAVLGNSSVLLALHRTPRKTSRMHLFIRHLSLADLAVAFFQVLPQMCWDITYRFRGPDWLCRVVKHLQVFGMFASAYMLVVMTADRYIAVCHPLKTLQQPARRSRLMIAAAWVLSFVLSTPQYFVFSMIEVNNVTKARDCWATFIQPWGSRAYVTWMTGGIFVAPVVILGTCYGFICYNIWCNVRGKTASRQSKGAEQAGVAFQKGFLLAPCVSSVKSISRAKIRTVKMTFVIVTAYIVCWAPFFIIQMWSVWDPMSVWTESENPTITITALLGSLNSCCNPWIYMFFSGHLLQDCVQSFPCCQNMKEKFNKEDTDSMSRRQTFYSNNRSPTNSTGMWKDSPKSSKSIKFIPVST
Numbers without * were called inactive. The list is partial, so the mix of outcomes need not match the whole.

Molecule	V1R ag counter	OXTR ag	GalR3 antagonist
CCN1C(=NCCc2ccc([N+](=O)[O-])cc2)N[C@@H](c2ccccc2)[C@H](C(=O)OC)[C@H]1C	0.3	0.4	-6
COC(=O)c1cc(Br)ccc1N(Cc1cc(OC)cc(OC)c1)S(C)(=O)=O	0.1	1.2	-8
CC(=O)c1ccc(N2CCN(CC(=O)NC(=O)NCc3ccccc3)CC2)cc1	1.2	1.8	-5
CNC(C)C#Cc1ccc2oc3cc(C)c(C)cc3c(=O)c2c1 (centres undefined)	2.8	2.8	2
O=S(=O)([O-])C(c1ccccc1)[n+]1ccccc1 (centres undefined)	0.1	0.5	-4
Cc1onc(-c2ccccc2)c1-c1nnc(CN2CCN(S(=O)(=O)c3ccccc3)CC2)o1	7.8	13	-2
Cc1ccc(C(=O)Nc2ccccc2C(=O)O)cc1S(=O)(=O)Nc1ccc(Br)cc1	0.0	-0.9	2
O=C(O)[C@H]1CCCN1S(=O)(=O)c1cccc2cccnc12	1.2	0.5	-1
CCC(COC(=O)c1ccccc1)Oc1cc(NCc2ccccc2)c2ncn(C(C)C)c2c1 (centres undefined)	0.9	-1.2	-1
COc1ncnc2c1ncn2CC1COC(C)(C)O1 (centres undefined)	0.6	1.3	0
CC(=O)C[C@@H](O)CC(=O)[C@@H]1OC(=O)[C@H](C)C/C=C\Cc2ccccc21	0.3	-0.1	-5
C[C@H](CO)N1C[C@H](C)[C@@H](CN(C)Cc2ccccc2)Oc2c(NC(=O)C3CCCCC3)cccc2C1=O	-0.1	-1.7	-6
N#Cc1ccc(S(=O)(=O)N2CCN(CC(=O)Nc3ccccc3C(=O)NC3CC3)CC2)cc1	1.1	-0.6	1
CC1CCN(C(=O)CSc2nc(=O)n3cc(Cl)ccc3n2)CC1	-0.6	-0.5	3
COc1ccc(OC)c(NC(=O)c2cc3c(cc2Cl)N2CCCCCC2=NS3(=O)=O)c1	0.4	1.2	-1
CCN(CC(=O)NCc1ccc(F)cc1)C(=O)CCNS(=O)(=O)c1cccc(C)c1	-0.8	-1.3	-4
NS(=O)(=O)c1ccc(CCNC(=O)CN2CCN(S(=O)(=O)c3ccccc3F)CC2)cc1	-0.9	0.0	-1
COc1ccc(C)cc1S(=O)(=O)N1CCC2(CC1)OCCN2S(=O)(=O)c1ccccc1	-0.2	-0.2	-4
O=C(COc1ccccc1Cl)Nc1ccccc1C(=O)NC1CC1	-0.4	-2.2	-4
C[C@H](CO)N1C[C@H](C)[C@@H](CN(C)S(=O)(=O)c2ccc(F)cc2)Oc2ccc(NC(=O)CCN3CCOCC3)cc2C1=O	0.0	0.8	-2

Ordered by molecular weight (lowest first): three of the compounds above
Molecule	V1R ag counter	OXTR ag	GalR3 antagonist
O=C(COc1ccccc1Cl)Nc1ccccc1C(=O)NC1CC1	-0.4	-2.2	-4
CCN(CC(=O)NCc1ccc(F)cc1)C(=O)CCNS(=O)(=O)c1cccc(C)c1	-0.8	-1.3	-4
NS(=O)(=O)c1ccc(CCNC(=O)CN2CCN(S(=O)(=O)c3ccccc3F)CC2)cc1	-0.9	0.0	-1

Next part:
Molecule	V1R ag counter	OXTR ag	GalR3 antagonist
CC(C)C[C@@H]1CN=C(N)N1C[C@@H]1CCCN1C[C@@H](C(C)C)N1C[C@@H](Cc2ccccc2)N(CCc2ccc(Cl)c(Cl)c2)C1=N	-1.0	0.1	-5
COc1ccc(NS(=O)(=O)c2cccc(C(=O)NCc3ccccc3CN3CCCC3)c2)cc1	3.4	6.8	-12
O=c1ccn([C@@H]2O[C@H](COS(=O)(=O)O)[C@@H](O)[C@H]2O)c(=O)[nH]1	-0.3	-0.8	-7
S=C(Cc1ccc(-c2ccccc2)cc1)N1CCOCC1	0.6	-1.6	11
CN(C(=O)c1ccc(NC(=O)Cc2cccc([N+](=O)[O-])c2)cc1)C1CCCC1	5.3	6.9	-4
CN(CC(=O)Nc1ccc(Cl)c(C(F)(F)F)c1)C(=O)/C=C/c1cccs1	7.1	2.3	4
CSc1ccc(CN(C)C(=O)C2CCN(C(=O)Nc3ccccc3)CC2)cc1	7.5	1.1	-6
CC(OC(=O)c1ccc(Cl)c(S(N)(=O)=O)c1)C(=O)NCC1CCCCC1 (centres undefined)	0.0	-1.0	0
COc1ccc(C2=NCCn3nc4ccccc4c32)cc1	-0.3	1.1	-8
CCCCn1c(N)c(N(CCOC)C(=O)CSCc2ccc(C)cc2)c(=O)[nH]c1=O	0.6	-0.5	0
CCOC(=O)Cc1csc(SCC(=O)Nc2ccc3[nH]c(=O)[nH]c3c2)n1	-0.2	-0.1	-6
Cc1cc(C)n2nc(SC(C)C(=O)N(C)C3CCCCC3)nc2n1 (centres undefined)	1.2	0.7	-5
CCc1cccc(CC)c1C(OC(C)=O)c1cccnc1 (centres undefined)	-1.8	-3.0	2
Cc1cccc(O)c1C	0.1	0.9	-2
CC(Oc1ccc(F)cc1)C(=O)N(Cc1ccccc1)c1c(N)n(Cc2ccccc2)c(=O)[nH]c1=O (centres undefined)	-1.2	-0.4	-4
COc1ccccc1NS(=O)(=O)c1ccc(C)c(C(=O)NCc2cccnc2)c1	0.5	1.0	-6
COC(=O)c1cc(C(=O)OCC(=O)NC2CCCCCCC2)cc([N+](=O)[O-])c1	-0.7	-2.0	-8
CCCN(C(=O)c1ccc(N(C)S(=O)(=O)c2ccc(C)cc2)cc1)C1CCS(=O)(=O)C1 (centres undefined)	1.2	1.4	-1
COC(=O)C1CCN(S(=O)(=O)c2ccc(Br)s2)CC1	-0.5	-2.2	-7
CCn1cnc2c(Nc3cccc(Cl)c3)nc(C#N)nc21	-0.2	0.7	-4
COCc1ccc(C(=O)N2CCN(CC(=O)N3CCCC3)CC2)cc1	0.6	0.8	-3
Cn1c2cc(Br)sc2c2cnn(Cc3c(F)cccc3Cl)c(=O)c21	1.5	3.0	-2
CN(C(=O)COC(=O)/C=C/c1cccs1)c1c(N)n(Cc2ccccc2)c(=O)[nH]c1=O	-0.1	0.4	-3
CCOC(=O)Cc1csc(SCC(=O)NC2CCC(C)CC2)n1 (centres undefined)	0.7	-1.0	0
CC1Cc2ccccc2N1C(=O)CN1C(=O)NC2(CCCCC2)C1=O (centres undefined)	1.2	-0.4	0
COCCN(C(=O)c1ccc(OCC(C)C)cc1)c1c(N)n(Cc2ccccc2)c(=O)[nH]c1=O	-0.6	-0.7	-2
O=C(COC(=O)CNS(=O)(=O)c1ccccc1)Nc1ncc(Cl)cc1Cl	0.4	0.3	1
Cn1cccc1CC(=O)NNC(=O)Nc1ccccc1F	0.7	-0.2	-7
O=C(Nc1ccc(F)cc1)Nc1ccc(S(=O)(=O)N2CCCC2)cc1	12	16	-7
CCN(CC(=O)Nc1ccc(OC)cc1)C(=O)CSCC(=O)Nc1cc(C)on1	-1.0	-0.8	-7
C#CCC(NC(=O)c1ccc(C(F)(F)F)cc1)C(=O)NCCC (centres undefined)	-0.3	-0.7	-1
O=C(Nc1ccccn1)c1ccc(S(=O)(=O)N2CCCC2)cc1	0.9	0.1	-5
Cc1c(NC(=O)C(C)Oc2cccc(Cl)c2)c(=O)n(-c2ccccc2)n1C (centres undefined)	-1.1	-0.2	-4
O=C(NCC1CCCO1)c1cccc(S(=O)(=O)Nc2ccc(F)cc2)c1 (centres undefined)	1.4	2.0	0
Cc1nn(CC(=O)NC2CCS(=O)(=O)C2)c(C)c1[N+](=O)[O-] (centres undefined)	0.5	1.3	-2
Cc1cc(C(=O)NNC(=O)C(C)NS(=O)(=O)c2ccccc2F)c(C)o1 (centres undefined)	1.0	0.8	-5
Cc1ccccc1OC(=O)c1cccc(S(=O)(=O)N2CCN(C)CC2)c1	2.1	1.6	-6
O=C(C[C@H]1C/C=C\CC[C@H](Cc2ccc(F)cc2)C(=O)O[C@@H](c2ccccc2)CNC1=O)N[C@H](CO)Cc1ccccc1	52*	33*	-3
O=C(c1ccc(Cl)c(S(=O)(=O)N2CCOCC2)c1)N1CCc2ccccc2C1	2.9	4.3	-5
COc1cc(S(=O)(=O)N2CCN(Cc3ccc4c(c3)OCO4)CC2)ccc1NC(C)=O	0.3	-1.0	0
C=CCN(Cc1ccc(Cl)s1)C(=O)c1ccc(F)c(S(=O)(=O)N2CCOCC2)c1	6.1	5.5	-6
CCC1(CC)NC(=O)N(CC(=O)OCC(=O)Nc2ccccc2OC(F)F)C1=O	-0.5	-0.6	-4
O=C1c2ccccc2C(=O)N1CCCCCCc1ccccc1	-0.3	-0.3	-10
O=[N+]([O-])c1ccc(N2CCCCC2)nc1	-1.0	-0.5	-2
COC(=O)c1cc(NC(=O)COC(=O)C2COc3ccccc3O2)cc(C(=O)OC)c1 (centres undefined)	0.2	0.3	-4
O=c1cc(CO)oc2ccccc12	0.8	2.0	-1
Cc1ccc(S(=O)(=O)N2CCOCC2)cc1C(=O)OCC(=O)N1CCCCC1	0.5	1.0	-7
Cc1cc(NC(=O)COC(=O)c2ccc(C)c(C)c2)no1	1.2	0.4	-7
COc1ccc(-c2c(-c3ccc(OC)nc3)c3ccccc3n2C)cc1	1.0	-0.2	-4
CCOc1ccc(CCNC(=O)CN2C(=O)NC3(CCCCC3C)C2=O)cc1OCC (centres undefined)	-0.7	-0.1	3

Some of these compounds in order of the GalR3 antagonist value, highest first.
molecule	GalR3 antagonist
Cc1nn(CC(=O)NC2CCS(=O)(=O)C2)c(C)c1[N+](=O)[O-] (centres undefined)	-2
CCN(CC(=O)NCc1ccc(F)cc1)C(=O)CCNS(=O)(=O)c1cccc(C)c1	-4
C=CCN(Cc1ccc(Cl)s1)C(=O)c1ccc(F)c(S(=O)(=O)N2CCOCC2)c1	-6
Cc1ccc(S(=O)(=O)N2CCOCC2)cc1C(=O)OCC(=O)N1CCCCC1	-7
COc1ccc(NS(=O)(=O)c2cccc(C(=O)NCc3ccccc3CN3CCCC3)c2)cc1	-12

Next section:
Molecule	V1R ag counter	OXTR ag	GalR3 antagonist
COCCN(C(=O)COC(=O)CCCOc1ccccc1)c1c(N)n(Cc2ccccc2)c(=O)[nH]c1=O	-1.1	-0.5	-2
CCCCn1c(N)c(N(CCOC)C(=O)COC(=O)COc2cc(C)ccc2Cl)c(=O)[nH]c1=O	-0.3	0.0	-5
COc1ccc(NC(=O)CCOc2ccc(C)cc2)cc1S(=O)(=O)N1CCCCC1	5.8	4.5	-10
Cc1ccc(S(=O)(=O)Nc2ccc(F)c(S(=O)(=O)N3CCOCC3)c2)cc1	4.1	2.2	0
COc1ccccc1N1CCN(C(=O)c2ccc(-c3nc4ccccc4s3)o2)CC1	-1.7	-2.7	-7
COc1ccccc1C(=O)NC(=O)COC(=O)C1CC1	1.4	0.4	-4
N#CCCN(C(=O)COC(=O)C1=NNC(=O)CC1)c1ccccc1	0.6	0.1	-4
CCC1CCCCN1C(=O)COC(=O)CN(C)S(=O)(=O)c1ccc(NC(C)=O)cc1 (centres undefined)	-0.1	-0.3	0
O=C(CCc1ccccc1Cl)N1CCN(S(=O)(=O)c2ccccc2)CC1	1.0	0.6	-5
C=CCn1c(COc2ccc(F)cc2)nnc1SCC(=O)NC1CCS(=O)(=O)C1 (centres undefined)	-1.4	0.1	-1
CCN1C(=O)[C@H]2[C@@H](c3ccc(-c4cccc(Cl)c4)cc3)N[C@@](C)(C(=O)OC)[C@H]2C1=O	-0.1	1.5	-7
CC(=O)N1CCN(c2ccc(NCc3ccco3)cc2)CC1	-0.3	0.4	-4
CN(C(=O)OC(C)(C)C)c1ccc(-c2nc3ccccc3s2)cc1	0.3	0.0	-5
CC(OC(=O)CN1C(=O)c2ccccc2C1=O)C(=O)N(C)c1ccccc1 (centres undefined)	1.5	0.6	-4
COc1ccc(OC)c(-c2nnc3n2N=C(c2ccc(OC)c(OC)c2)CS3)c1	1.2	0.0	50*
OCCOCCn1c(C(CO)Nc2nc(-c3ccc(Cl)cc3)cs2)nc2ccccc21 (centres undefined)	8.2	12	0
COc1cc(OC)cc(-c2c(-c3ccc(F)cc3)c3cc(-c4ccc5cc[nH]c5c4)ccc3n2C)c1	0.3	-0.2	-2
N#Cc1nc(NCC(F)F)nc(Nc2cc(F)cc(F)c2)n1	-1.0	-1.7	-4
Cc1cccc(N2CC(C(=O)Nc3ccccc3N3CCCC3)CC2=O)c1C (centres undefined)	-0.2	0.1	-3
O=C(c1ccc(S(=O)(=O)NCc2ccco2)cc1)N1CCN(c2ccccc2)CC1	1.4	4.5	0
COCCNC(=O)c1cccc(S(=O)(=O)N2CC3(C)CC2CC(C)(C)C3)c1 (centres undefined)	-1.2	0.4	-2
O=C(CCCN=C1NS(=O)(=O)c2ccccc21)OCc1ccccc1	5.7	5.1	0
Cc1cc(NC(=O)c2cc(S(=O)(=O)N3CCCCC3)ccc2C)no1	0.8	0.7	-3
CNc1snc(C)c1C(=O)OCC(=O)N(C)c1ccccc1	2.4	2.4	-3
N#CCCN(C(=O)COC(=O)CSc1ccc(Cl)cc1)c1ccccc1	1.6	5.1	-2
COc1ccc(NC(=O)[C@@H]2CCCN2C(=O)c2cccs2)cc1S(=O)(=O)N1CCCCC1	0.5	-0.2	-3
CCC(C)N(C(=O)CSc1nc2ccc(OC)cc2[nH]1)C1CCS(=O)(=O)C1 (centres undefined)	-1.1	-1.0	0

Screens as filed in PubChem BioAssay.
